Neddylation inh – blocks human cullin neddylation; P61081+Q13564; TR-FRET cullin neddylation, biochemical; calls only at 25 µM; 360,000 tested, 0.58% active; AID 651699; in the data active = inhibition above about 36%
Rin1-Abl PPI inh – human Rin1-Abl interaction inhibition; TR-FRET Rin1/Abl binding, biochemical; AID 588664; 360,000 tested, 0.4% active; inhibition, % at 7.35 µM; P00519+Q13671; in the data active = inhibition above about 5%, passing the limit was not always enough
eLon inh – inhibits E. coli Lon protease; P0A9M0; purified E. coli Lon protease, fluorescence polarization; inhibition, % at 7.94 µM; 360,000 tested, 0.42% active; in the data active = inhibition above about 13%, passing the limit was not always enough;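 note: 0% = enzyme with probe and DMSO and 100% = no enzyme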
MsrA act – activates bovine MsrA enzyme; AID 602163; purified bovine MsrA, absorbance read-out; 360,000 tested, 0.3% active; activation, % at 10.6 µM; in the data active = activation above about 7.5%;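 note: 0% = vehicle and 100% = reference activator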
MT1-MMP act inh – blocks activation of human MT1-MMP; GFP/RFP ratio change, % at 20 µM; HT1080 RFP-PRO-GFP cells, GFP/RFP ratio fluorescence, overnight; percent of plate control window, DMSO zero; P50281; 360,000 tested, 0.061% active;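 active = GFP/RFP ratio change of at least 30% with cell ATP level not reduced by more than half and red fluorescence within 50% of control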; note: strong numbers were not always called active
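Test system: HT1080 RFP-PRO-GFP cells; Benchmarks: DMSO and RFP-L50D-GFP cell wells; Timing: cells overnight before dosing, compound overnight, 37 °C, 5% CO2; Compound: one 20 µM compound dose with 1% DMSO; Read-out: GFP/RFP fluorescence ratio.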
SKN-1 block – inhibitors of C. elegans SKN-1. C. elegans VP596 Pgst-4::GFP/RFP ratio, acrylamide-induced, 24 h. inhibition, % at 21.8 µM. 360,000 tested, 0.49% active. AID 624304;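 active = interference check ratio from 0.5 to 1.5 plus GFP to RFP signal ratio inhibition reaching or exceeding a fixed threshold, cut at about 30% in these data, passing the limit was not always enough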; note: some compounds called inactive have numbers as strong as hits
FAS TE block – blocks the thioesterase domain of human fatty acid synthase; recombinant FAS-TE, OMFH fluorogenic substrate, fluorescence endpoint; inhibition, % at 15 µM; 360,000 tested, 0.67% active; AID 602261;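 active = compounds whose normalised, plate-corrected inhibition of enzyme fluorescence in the single-dose primary screen is 50% or more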;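 note: 0% = DMSO with enzyme and 100% = substrate without enzyme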
NRP1-CendR mod – modulators of CendR peptide binding to human neuropilin-1 | FAM-RPARPAR peptide binding to NRP-1, fluorescence polarization | O14786 | AID 602438 | inhibition, % at 25 µM | 360,000 tested, 0.85% active;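 active = inhibition or corrected inhibition above about 18%, plus a signal ratio from 0.5 to 1.5, limit read from the data, passing the limit was not always enough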; note: strong numbers were not always called active
MLLE-PAM2 inh – inhibitors of microRNA-mediated deadenylation, human PABP1 MLLE binding. P11940. 360,000 tested, 0.36% active. AID 588489. GST-MLLE / FITC-PAM2 fluorescence polarization. inhibition, % at 20 µM; in the data active = inhibition above about 35%, passing the limit was not always enough;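 note: plate controls were DMSO wells with GST-MLLE for no effect and wells lacking GST-MLLE protein for full effect; some results filed as inactive read as strong as hits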
Target sequence (P11940 whole entry, looked up): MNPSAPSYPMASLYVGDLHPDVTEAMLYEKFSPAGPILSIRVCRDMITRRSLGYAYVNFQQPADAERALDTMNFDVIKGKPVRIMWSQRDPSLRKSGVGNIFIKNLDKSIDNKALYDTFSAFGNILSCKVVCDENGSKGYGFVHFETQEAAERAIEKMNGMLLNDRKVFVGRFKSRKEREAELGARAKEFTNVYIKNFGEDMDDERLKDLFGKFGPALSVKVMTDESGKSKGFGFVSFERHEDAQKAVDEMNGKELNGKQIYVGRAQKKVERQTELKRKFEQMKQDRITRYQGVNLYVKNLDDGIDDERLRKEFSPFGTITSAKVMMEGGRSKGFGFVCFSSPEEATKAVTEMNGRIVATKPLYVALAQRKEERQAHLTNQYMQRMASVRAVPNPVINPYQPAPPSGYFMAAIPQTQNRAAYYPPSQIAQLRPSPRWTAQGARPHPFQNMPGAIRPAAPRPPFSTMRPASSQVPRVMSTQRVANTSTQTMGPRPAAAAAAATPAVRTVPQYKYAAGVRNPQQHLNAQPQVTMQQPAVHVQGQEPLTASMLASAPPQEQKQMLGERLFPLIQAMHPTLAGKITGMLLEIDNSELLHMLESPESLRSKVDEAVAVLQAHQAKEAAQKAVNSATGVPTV
* = called active by the depositor.

Screening Cc1ccc(-c2c(C#N)c(N)nc3c2CCCCC3)cc1 returned Neddylation inh inactive, Rin1-Abl PPI inh 0, eLon inh -4, MsrA act -1, MT1-MMP act inh 2, SKN-1 block 3, FAS TE block -4, NRP1-CendR mod -1 and MLLE-PAM2 inh 0.
`COc1cc2c(cc1NC(=O)CSc1nc3ccccc3[nH]1)oc1ccccc12` gave Neddylation inh inactive, Rin1-Abl PPI inh 2, eLon inh -3, MsrA act -6, MT1-MMP act inh -8, SKN-1 block -5, FAS TE block 12, NRP1-CendR mod 0 and MLLE-PAM2 inh -6.
For Cc1c(Cc2ccccc2)c(=O)oc2cc(OC(C)C(=O)NCC3CCC(C(=O)O)CC3)c(Cl)cc12 (centres undefined) the results were Neddylation inh inactive, Rin1-Abl PPI inh -1, eLon inh -13, MsrA act -12, MT1-MMP act inh 10, SKN-1 block -6, FAS TE block -9, NRP1-CendR mod -13 and MLLE-PAM2 inh 1.
`Cc1cccc(OCC(=O)NCC(=O)N/N=C/c2ccc(N(C)C)cc2)c1` gave Neddylation inh inactive, Rin1-Abl PPI inh 0, eLon inh 1, MsrA act -6, MT1-MMP act inh -2, SKN-1 block 23, FAS TE block -3, NRP1-CendR mod -9 and MLLE-PAM2 inh 1.
COc1ccc(-n2cc(-c3ccccc3)c3c(NCCOCCO)ncnc32)cc1 was read as Neddylation inh inactive, Rin1-Abl PPI inh 3, eLon inh -4, MsrA act -1, MT1-MMP act inh -3, SKN-1 block 16, FAS TE block 2, NRP1-CendR mod 12 and MLLE-PAM2 inh 8.
`O=C(NNC(=O)c1ccccc1-c1ccccc1C(=O)O)c1cccc([N+](=O)[O-])c1` gave Neddylation inh inactive, Rin1-Abl PPI inh 1, eLon inh -14, MsrA act 0, MT1-MMP act inh 6, SKN-1 block -3, FAS TE block -11, NRP1-CendR mod -6 and MLLE-PAM2 inh -13.
CCN(CC(=O)Nc1c(F)cccc1F)C(=O)c1cc([N+](=O)[O-])ccc1N1CCOCC1 was read as Neddylation inh inactive, Rin1-Abl PPI inh -4, eLon inh -8, MsrA act -3, MT1-MMP act inh 2, SKN-1 block -9, FAS TE block 9, NRP1-CendR mod 0 and MLLE-PAM2 inh 9.
`O=CN1CCN(C(=O)CC(c2ccccc2)c2cc(Br)ccc2O)CC1` (centres undefined) gave Neddylation inh inactive, Rin1-Abl PPI inh 0, eLon inh 1, MsrA act -9, MT1-MMP act inh -4, SKN-1 block -2, FAS TE block -6, NRP1-CendR mod -9 and MLLE-PAM2 inh -7.
`CC(C)OC(=O)CSc1nc(N)c(C#N)c(-c2cccs2)c1C#N` gave Neddylation inh inactive, Rin1-Abl PPI inh 0, eLon inh -10, MsrA act 1, MT1-MMP act inh -13, SKN-1 block 27, FAS TE block -12, NRP1-CendR mod -3 and MLLE-PAM2 inh -5.
For Cc1ccc2nc(NC(=O)CN(C)S(=O)(=O)c3ccc(Br)s3)sc2c1 the results were Neddylation inh inactive, Rin1-Abl PPI inh -1, eLon inh 8, MsrA act -11, MT1-MMP act inh 4, SKN-1 block -9, FAS TE block 19, NRP1-CendR mod -7 and MLLE-PAM2 inh -9.
C=COCCNC(=S)N1CCOCCOCCN(C(=S)NCCOC=C)CCOCC1 was read as Neddylation inh inactive, Rin1-Abl PPI inh 4, eLon inh 0, MsrA act -8, MT1-MMP act inh 5, SKN-1 block -7, FAS TE block -5, NRP1-CendR mod 3 and MLLE-PAM2 inh -103.
For Cc1cccnc1NC(=O)c1ccccc1NC(=O)C(C)(C)C the results were Neddylation inh inactive, Rin1-Abl PPI inh 1, eLon inh -12, MsrA act -2, MT1-MMP act inh -4, SKN-1 block 5, FAS TE block -8, NRP1-CendR mod 3 and MLLE-PAM2 inh 1.

Structural class, those above containing a thiophene ring, fused or not.
`CC(C)OC(=O)CSc1nc(N)c(C#N)c(-c2cccs2)c1C#N` gave Neddylation inh inactive, Rin1-Abl PPI inh 0, eLon inh -10, MsrA act 1, MT1-MMP act inh -13, SKN-1 block 27, FAS TE block -12, NRP1-CendR mod -3 and MLLE-PAM2 inh -5.
For Cc1ccc2nc(NC(=O)CN(C)S(=O)(=O)c3ccc(Br)s3)sc2c1 the results were Neddylation inh inactive, Rin1-Abl PPI inh -1, eLon inh 8, MsrA act -11, MT1-MMP act inh 4, SKN-1 block -9, FAS TE block 19, NRP1-CendR mod -7 and MLLE-PAM2 inh -9.

(continued)
For Cc1ccc(Cn2nc(C)c(C(=O)NCC(c3cccs3)N3CCOCC3)c2Cl)cc1 (centres undefined) the results were Neddylation inh inactive, Rin1-Abl PPI inh -2, eLon inh -6, MsrA act 0, MT1-MMP act inh 5, SKN-1 block 0, FAS TE block 4, NRP1-CendR mod 5 and MLLE-PAM2 inh 0.
`Cc1ccnc(NC(=O)COC(=O)c2ccc(F)cc2F)n1` gave Neddylation inh inactive, Rin1-Abl PPI inh -2, eLon inh 1, MsrA act -1, MT1-MMP act inh 3, SKN-1 block 3, FAS TE block -2, NRP1-CendR mod -8 and MLLE-PAM2 inh 3.
`O=C(COC(=O)c1cc([N+](=O)[O-])ccc1N1CCOCC1)Nc1ccc(Cl)cn1` gave Neddylation inh inactive, Rin1-Abl PPI inh -4, eLon inh 0, MsrA act -3, MT1-MMP act inh 1, SKN-1 block -5, FAS TE block 71*, NRP1-CendR mod 16 and MLLE-PAM2 inh 2.
COc1ccc(-c2cc(C(=O)Nc3cc(C)nn3-c3ccccc3)no2)cc1OC was read as Neddylation inh inactive, Rin1-Abl PPI inh 0, eLon inh 4, MsrA act -1, MT1-MMP act inh 4, SKN-1 block -1, FAS TE block -3, NRP1-CendR mod -3 and MLLE-PAM2 inh 0.
Cc1cc2nc(C(C)(C)C)c(Cc3cccc(F)c3)n2c(C)c1Br was read as Neddylation inh inactive, Rin1-Abl PPI inh 3, eLon inh -4, MsrA act -2, MT1-MMP act inh -1, SKN-1 block 3, FAS TE block 18, NRP1-CendR mod 6 and MLLE-PAM2 inh -5.
For CC(=O)Nc1c(C(=O)NCc2ccccc2)nnn1Cc1ccccc1 the results were Neddylation inh inactive, Rin1-Abl PPI inh -3, eLon inh 3, MsrA act -3, MT1-MMP act inh 0, SKN-1 block 14, FAS TE block -4, NRP1-CendR mod 1 and MLLE-PAM2 inh -9.
For Cc1ccc(S(=O)(=O)N(C)C)cc1NC(=O)CCc1ccccc1 the results were Neddylation inh inactive, Rin1-Abl PPI inh 1, eLon inh 8, MsrA act -3, MT1-MMP act inh -2, SKN-1 block -12, FAS TE block -2, NRP1-CendR mod -4 and MLLE-PAM2 inh -4.
O=C(NCC(=O)N1CCN(Cc2ccccc2)CC1)c1cccs1 was read as Neddylation inh inactive, Rin1-Abl PPI inh 4, eLon inh -1, MsrA act -4, MT1-MMP act inh 0, SKN-1 block -18, FAS TE block 0, NRP1-CendR mod 4 and MLLE-PAM2 inh 11.
N#C/C(=C\Nc1ccc(Cl)cc1)S(=O)(=O)c1ccccn1 was read as Neddylation inh inactive, Rin1-Abl PPI inh -1, eLon inh 2, MsrA act -2, MT1-MMP act inh 1, SKN-1 block 4, FAS TE block -2, NRP1-CendR mod -3 and MLLE-PAM2 inh -4.
For COc1cccc2c(C)c(C(=O)O)[nH]c12 the results were Rin1-Abl PPI inh 0, eLon inh -10, MsrA act -13, MT1-MMP act inh -5, SKN-1 block 5, FAS TE block -9, NRP1-CendR mod -47 and MLLE-PAM2 inh -11.
`CN(Cc1c(F)cccc1Cl)C(=O)CNC(=O)c1sc2ccccc2c1Cl` gave Neddylation inh inactive, Rin1-Abl PPI inh -2, eLon inh 8, MsrA act -6, MT1-MMP act inh 6, SKN-1 block 3, FAS TE block 25, NRP1-CendR mod 2 and MLLE-PAM2 inh -1.
`Cc1ccc(S(=O)(=O)N(C)c2ccc(OCC(=O)Nc3ccc(C(=O)N(C)C)cc3)cc2)cc1C` gave Neddylation inh inactive, Rin1-Abl PPI inh 2, eLon inh 2, MsrA act -2, MT1-MMP act inh 2, SKN-1 block 10, FAS TE block 0, NRP1-CendR mod 0 and MLLE-PAM2 inh 3.
`COc1cc(C=O)c(Br)cc1OCC(=O)NCc1ccccc1` gave Neddylation inh inactive, Rin1-Abl PPI inh 0, eLon inh 4, MsrA act -12, SKN-1 block -3, FAS TE block -3, NRP1-CendR mod -12 and MLLE-PAM2 inh 5.
Screening O=C(O)c1ccc(S(=O)(=O)N2CCCC2)cc1 returned Neddylation inh inactive, Rin1-Abl PPI inh 3, eLon inh -2, MsrA act -5, MT1-MMP act inh -2, SKN-1 block 2, FAS TE block -4, NRP1-CendR mod 11 and MLLE-PAM2 inh -3.
For CC(C)N=C(NC#N)SCc1ccc(Br)cc1 the results were Neddylation inh inactive, Rin1-Abl PPI inh -5, eLon inh 9, MsrA act -2, MT1-MMP act inh 0, SKN-1 block 22, FAS TE block 2, NRP1-CendR mod 4 and MLLE-PAM2 inh -5.
C=CCOc1ccc(/C=N/NC(=O)c2cc3c(OC)cc(OC)cc3[nH]2)cc1 was read as Rin1-Abl PPI inh -4, eLon inh 3, MsrA act -3, MT1-MMP act inh 6, SKN-1 block 13, FAS TE block 24, NRP1-CendR mod 1 and MLLE-PAM2 inh 0.
For CC1(C)SC[C@H](C(=O)Nc2cccc(Cl)c2)N1C=O the results were Neddylation inh inactive, Rin1-Abl PPI inh -2, eLon inh 11, MsrA act -3, MT1-MMP act inh 1, SKN-1 block -12, FAS TE block -8, NRP1-CendR mod -3 and MLLE-PAM2 inh 3.
Screening COCC1CCCCC1OS(N)(=O)=O (centres undefined) returned Neddylation inh inactive, Rin1-Abl PPI inh 3, eLon inh 5, MsrA act -4, MT1-MMP act inh 3, SKN-1 block 9, FAS TE block -1, NRP1-CendR mod 4 and MLLE-PAM2 inh -13.
CCP(=O)(CC)C(C)(C)CP(=O)(c1ccccc1)c1ccccc1 was read as Neddylation inh inactive, Rin1-Abl PPI inh 7, eLon inh -2, MsrA act -5, MT1-MMP act inh 4, SKN-1 block 4, FAS TE block -8, NRP1-CendR mod -8 and MLLE-PAM2 inh -1.
For COc1ccc(OC)c(C(C)NC(C)=O)c1 (centres undefined) the results were Neddylation inh inactive, Rin1-Abl PPI inh -6, eLon inh -6, MsrA act -12, MT1-MMP act inh 2, SKN-1 block -2, FAS TE block -9, NRP1-CendR mod 8 and MLLE-PAM2 inh 14.
`CCN(CC)c1ccc(NC(=O)c2nc3nc(C)cc(C(F)F)n3n2)cc1` gave Neddylation inh inactive, Rin1-Abl PPI inh -2, eLon inh 2, MsrA act -2, MT1-MMP act inh -6, SKN-1 block 6, FAS TE block -2, NRP1-CendR mod -6 and MLLE-PAM2 inh -20.
`COC(=O)c1ccc(OC)c(-c2c(OC)cc(OC)cc2OC)c1` gave Neddylation inh inactive, Rin1-Abl PPI inh 0, eLon inh -23, MsrA act -2, MT1-MMP act inh 2, SKN-1 block 11, FAS TE block -6, NRP1-CendR mod 0 and MLLE-PAM2 inh 5.
Screening O=C(CN1C(=O)c2ccccc2C1=O)NCCc1c[nH]c2ccc(Cl)cc12 returned Neddylation inh inactive, Rin1-Abl PPI inh 1, eLon inh 2, MsrA act -2, MT1-MMP act inh 4, SKN-1 block 0, FAS TE block 10, NRP1-CendR mod -5 and MLLE-PAM2 inh -6.
`CC(=O)N1N=C(c2cccc([N+](=O)[O-])c2)OC1c1ccc(Br)cc1` (centres undefined) gave Neddylation inh inactive, Rin1-Abl PPI inh 1, eLon inh 5, MsrA act -8, MT1-MMP act inh 5, SKN-1 block 2, FAS TE block 51*, NRP1-CendR mod -9 and MLLE-PAM2 inh -3.
`CCCNC(=O)C(=O)N/N=C/c1cccs1` gave Neddylation inh inactive, Rin1-Abl PPI inh -2, eLon inh 2, MsrA act -3, MT1-MMP act inh -2, SKN-1 block -1, FAS TE block -8, NRP1-CendR mod -17 and MLLE-PAM2 inh 0.

Source: PubChem BioAssay (several laboratories)
